Compound activity as filed in PubChem BioAssay.
Fam108B inh: counter-screen for RBBP9 inhibitors: inhibitors of mouse Fam108B; recombinant Fam108B, FP-Rh probe fluorescence polarization; inhibition, % at 9.51 µM; 300,000 tested, 0.33% active;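 active = inhibition above the screen mean inhibition plus 3 SD, computed separately per campaign, cut at about 18% in these data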;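 note: inhibitors lower polarization as less probe binds the enzyme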
MEX-5 binding: C. elegans MEX-5 TCR-2 RNA binding activity; MEX-5/FITC-TCR2 RNA binding, fluorescence polarization; stronger effect = lower value; activity score (negative = inhibition of binding), % at 10 µM; 300,000 tested, 0.38% active;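 active = inhibition past about -25% in most replicates, and total fluorescence under double the plate's negative control median, limit read from the data; inconclusive = replicates evenly split on the limit, or fluorescence at least double controls; inactive = too little inhibition in most replicates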;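 note: 0% = DMSO and -100% = 5 µM competing unlabeled TCR2 RNA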
MCL1 BIM primary: inhibitors of human MCL1 binding to BIM-BH3 peptide. GST-MCL1 / FITC-Bim-BH3 fluorescence polarization. inhibition, % at 10.9 µM. 320,000 tested, 0.68% active;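 active = inhibition above the mean inhibition of all tested compounds plus 3 SD, set per campaign, cut at about 40% in these data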;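 note: 0% = DMSO wells and 100% = unlabeled Bim-BH3 peptide control; higher means more loss of mP so more displacement of Bim peptide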
Target sequence (Q07820 whole entry, looked up): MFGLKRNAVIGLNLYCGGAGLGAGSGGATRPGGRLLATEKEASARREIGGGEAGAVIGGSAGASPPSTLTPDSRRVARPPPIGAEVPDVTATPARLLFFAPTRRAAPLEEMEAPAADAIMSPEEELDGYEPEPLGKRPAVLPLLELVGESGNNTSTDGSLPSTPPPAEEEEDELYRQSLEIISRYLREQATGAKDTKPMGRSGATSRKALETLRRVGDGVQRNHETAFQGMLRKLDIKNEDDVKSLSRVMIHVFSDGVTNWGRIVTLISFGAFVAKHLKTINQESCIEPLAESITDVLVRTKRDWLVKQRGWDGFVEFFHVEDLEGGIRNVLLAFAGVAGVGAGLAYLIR
CIT2 TOR yeast: yeast TOR pathway CIT2-GFP modulation; 320,000 tested, 0.065% active; S. cerevisiae CIT2-GFP strain, flow cytometry, 3 h; 100 means same as DMSO wells; GFP response vs DMSO, % at 10 µM;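 active = GFP response relative to DMSO above a set limit, near the screen mean plus 3 SD, cut at about 150% in these data; inconclusive = Fewer than 70 cells measured for a yeast strain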;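 note: ratio of well median GFP fluorescence to mean of DMSO wells on the plate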
Bcl-xL primary: inhibitors of human Bcl-xL; Q07817; GST-Bcl-xL / FITC-Bim BH3 peptide fluorescence polarization; inhibition, % at 10.9 µM; 320,000 tested, 0.7% active; AID 2129;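 active = inhibition above the mean of all tested compounds plus 3 SD, cutoff set per campaign, cut at about 30% in these data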;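 note: 0% = DMSO wells and 100% = unlabeled Bim-BH3 peptide competitor; inhibitors lower millipolarization by displacing the labeled peptide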
AGP1 TOR yeast: modulators of TOR pathway AGP1-GFP in S. cerevisiae; S. cerevisiae AGP1-GFP multiplex flow cytometry, 3 h; GFP as percent of DMSO wells; GFP response vs DMSO, % at 10 µM; 320,000 tested, 0.02% active; AID 2066;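 active = GFP response relative to DMSO above a set limit, near screen average plus 3 SD, cut at about 150% in these data; inconclusive = fewer than 70 cells counted for the yeast strain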;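 note: median GFP channel fluorescence of the gated AGP1 strain per well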
VLA-4 inh: inhibition in a human VLA-4 binding assay; P13612; VLA-4 expressing cells, ligand binding flow cytometry; inhibition, % (about 7 µM as worked out from the volumes in the protocol); 330,000 tested, 0.2% active; AID 2557; in the data active = inhibition above about 50%
GLD-1 TGE inh: GLD-1-TGE RNA interaction inhibition (C. elegans). Q17339. purified GLD-1 + fluorescein TGE RNA, fluorescence polarization. inhibition, % at 5.96 µM. 320,000 tested, 0.44% active;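 active = percent inhibition above a per-plate cutoff, the plate mean of test compounds plus 3 SD, cut at about 30% in these data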;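 note: 0% = DMSO wells with GLD-1 and probe and 100% = wells lacking GLD-1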
GRK2 aptamer HTS: blocks RNA aptamer binding to human GRK2 | P25098 | bead flow cytometry, FAM-aptamer displacement from GRK2 | inhibition of aptamer binding, % at 10 µM | 330,000 tested, 0.59% active | AID 488847;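 active = inhibition of aptamer binding above 40%, roughly 3 SD of noise, on plates passing a quality check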;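 note: median bead fluorescence of bound FAM aptamer so fluorescent compounds give negative values; no value below 0 was filed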
Target sequence (P25098 whole entry, looked up): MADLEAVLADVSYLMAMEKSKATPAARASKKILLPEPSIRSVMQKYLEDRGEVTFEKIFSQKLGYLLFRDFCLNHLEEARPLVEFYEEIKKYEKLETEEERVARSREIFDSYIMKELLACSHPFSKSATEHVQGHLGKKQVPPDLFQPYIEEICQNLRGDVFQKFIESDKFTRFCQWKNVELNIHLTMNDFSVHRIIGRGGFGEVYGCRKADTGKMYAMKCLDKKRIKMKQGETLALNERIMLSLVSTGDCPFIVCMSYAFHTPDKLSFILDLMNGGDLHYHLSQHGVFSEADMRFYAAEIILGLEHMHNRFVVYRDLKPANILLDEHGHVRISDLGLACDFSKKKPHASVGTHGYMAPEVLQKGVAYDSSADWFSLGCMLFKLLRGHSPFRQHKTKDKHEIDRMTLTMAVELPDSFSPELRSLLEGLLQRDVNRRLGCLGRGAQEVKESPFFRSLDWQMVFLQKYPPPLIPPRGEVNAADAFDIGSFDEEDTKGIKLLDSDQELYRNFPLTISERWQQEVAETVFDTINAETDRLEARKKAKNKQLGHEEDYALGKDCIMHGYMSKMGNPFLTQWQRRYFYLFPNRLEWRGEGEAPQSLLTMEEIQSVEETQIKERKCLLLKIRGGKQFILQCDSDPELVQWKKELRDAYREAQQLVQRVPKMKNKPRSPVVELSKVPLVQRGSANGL
* hit, by the source's call; ? = inconclusive; nt = not tested or not shown.

No.	mol	Fam108B inh	MEX-5 binding	MCL1 BIM primary	CIT2 TOR yeast	Bcl-xL primary
1	O=C(CSc1nnc(SCc2ccccc2)s1)N/N=C/C=C\c1ccco1	4	-0.2	43*	89	1
2	CC(C)(C)[C@@H]1C=C(C(N)=O)O[C@H](OCCCCO)C1	4	-1.2	6	72	4
3	COc1ccc(-n2cc(CNCCc3nc(C)cc(C)n3)c(-c3ccccc3Cl)n2)cc1	3	3.0	15	97	4
4	Cc1oc2ccc(O)cc2c1C(=O)c1ccc([N+](=O)[O-])cc1	-2	-1.9	2	97	7
5	COCCn1c(C)nnc1SCC(=O)Nc1ccccc1[N+](=O)[O-]	6	0.2	2	99	-1
6	COc1ccc(/C=N/N=C2/SCC(=O)N2Cc2ccccc2)cc1	-3	-1.5	-1	93	2
7	COc1ccc(NC(=O)N[C@@H](CCSC)C(=O)O)cc1OC	7	1.1	1	104	1
8	N#CCNC(=O)c1cccn1-c1ncc(C(F)(F)F)cc1Cl	-1	1.9	1	101	1
9	O=C(c1ccccc1F)c1cc2c(cc1[N+](=O)[O-])OCCO2	0	1.1	4	110	3
10	CCCS(=O)(=O)N1CCC(C(=O)NCCN(CC)c2ccccc2)CC1	4	-1.2	-1	105	2
11	COc1ccc([C@H]2[C@H](C(=O)OC(C)(C)C)N3N=Cc4ccccc4C3C23C(=O)c2ccccc2C3=O)c(OC)c1 (some centres undefined)	8	-0.7	4	82	5
12	Cc1ccc(/C=N/n2c(-c3cccs3)n[nH]c2=S)cc1	8	-0.8	-16	106	-14
13	O=C(Cc1ccccc1)N/N=C/c1ccccc1Cl	-1	nt	1	95	-2
14	COc1ccc(Cl)cc1NC(=O)COC(=O)c1ccc(Br)o1	nt	nt	nt	98	nt
15	Cc1nn(-c2ccccc2)c(N2CCCC2)c1/C=N/NC(=S)Nc1ccccc1F	2	-1.0	1	95	3

No.	AGP1 TOR yeast	VLA-4 inh	GLD-1 TGE inh	GRK2 aptamer HTS
1	95	3	1	5
2	78	6	11	0
3	nt	5	-5	0
4	101	-13	-3	0
5	99	0	5	0
6	101	19	4	2
7	102	-9	-3	0
8	104	15	-4	0
9	104	33	-2	0
10	100	-5	2	0
11	96	0	-1	1
12	93	-2	0	0
13	96	7	5	0
14	91	0	-4	0
15	99	6	3	1

Entries listed so far that contain an aryl thioether with sulfur outside any ring (two):
No.	mol	Fam108B inh	MEX-5 binding	MCL1 BIM primary	CIT2 TOR yeast	Bcl-xL primary
1	O=C(CSc1nnc(SCc2ccccc2)s1)N/N=C/C=C\c1ccco1	4	-0.2	43*	89	1
5	COCCn1c(C)nnc1SCC(=O)Nc1ccccc1[N+](=O)[O-]	6	0.2	2	99	-1

No.	AGP1 TOR yeast	VLA-4 inh	GLD-1 TGE inh	GRK2 aptamer HTS
1	95	3	1	5
5	99	0	5	0

New compounds follow:
No.	mol	Fam108B inh	MEX-5 binding	MCL1 BIM primary	CIT2 TOR yeast	Bcl-xL primary
16	COC(=O)c1sccc1NC(=O)CC1C(=O)NCCN1C(=O)Nc1ccc(OCc2ccccc2)cc1 (centres undefined)	-2	1.5	4	92	3
17	CCNC(=O)CSc1nc(-c2ccccc2)cs1	-1	-1.9	-7	102	2
18	CCc1ccc(C(=O)NC(=S)NCc2cccnc2)cc1	-1	0.2	12	90	4
19	CN(C)CCCNc1oc(-c2cccc(Cl)c2)nc1C#N	1	2.0	-4	100	3
20	CN(c1ccccc1)S(=O)(=O)c1nnc(NC(=O)COc2ccccc2)s1	-3	-1.4	1	105	4
21	CCOC(=O)C1CCN(C(=O)Nc2ccc(OC(F)(F)F)cc2)CC1	6	-0.6	4	95	4
22	CCCN(CCC)CCCNC(=O)c1cc2cc3ccc(OC)cc3nc2o1	5	-0.5	1	92	8
23	Cc1cccc(C(=O)NNC(=O)c2ccco2)c1	-1	-0.3	4	95	2
24	Cc1noc(C)c1CN(C(=S)NC(C)C)c1ccccc1	2	1.4	6	101	2
25	O=C(NC1CCCc2ccccc21)c1ccc2c(c1)OCO2 (centres undefined)	0	0.5	-2	90	0
26	FC(F)(F)COc1ccc(-c2nnc(SCc3ccccc3)o2)cn1	1	0.7	1	103	1
27	C[C@@]12C(=O)Nc3cc(F)ccc3C(=O)N1[C@H]1c3cc(Br)ccc3OC[C@@H]1[C@@H]2c1ccccc1	nt	nt	nt	94	nt
28	CCc1noc(C)c1C(=O)N(C)CC(=O)Nc1ccc(F)c(F)c1F	-2	0.1	-6	100	-2
29	Cc1cc(N2CCOCC2)n2nc(-c3cccc(F)c3)cc2n1	-2	-0.2	0	114	-2
30	COc1ccc(CCNCC(=O)Nc2ccc(OC(F)(F)F)cc2)cc1OC	3	-0.1	3	103	0

No.	AGP1 TOR yeast	VLA-4 inh	GLD-1 TGE inh	GRK2 aptamer HTS
16	98	-2	9	2
17	104	-4	-3	0
18	99	4	-1	4
19	101	2	2	0
20	103	0	8	1
21	100	-3	1	0
22	103	9	4	0
23	93	-18	1	0
24	99	11	4	4
25	99	5	3	0
26	109	5	0	2
27	95	4	3	14
28	105	5	10	2
29	97	-9	1	0
30	99	14	5	0

Further structures.
No.	mol	Fam108B inh	MEX-5 binding	MCL1 BIM primary	CIT2 TOR yeast	Bcl-xL primary
31	CCOc1ccc(C2=NNC(c3cccs3)=Nc3ccc(OC)cc32)cc1OCC	1	2.1	2	89	-1
32	Cc1ccc(-c2ccnc3[nH]n(-c4ccccc4)c(=O)c23)cc1	-2	1.4	-7	108	-4
33	N#CCSc1nnc(-c2sc3ccccc3c2Cl)o1	-9	0.6	1	94	4
34	COc1ccc(CCC(C)N2CCc3ccccc3C2)cc1 (centres undefined)	4	-3.5	-17	100	-43
35	COC(=O)c1c(NC(=O)C(Cl)Cl)sc2c1C(C(=O)OC)CC2 (centres undefined)	-2	-5.6	3	97	2
36	Cc1[nH]c(=O)[nH]c(=O)c1/C=N/NC(=O)[C@@H](NC(=O)OC(C)(C)C)C(C)C	-9	-0.2	5	106	1
37	O=C(CCC1COc2ccccc2O1)Nc1ncccc1O (centres undefined)	7	0.0	0	85	1
38	Cc1ccccc1CN(C)CC(=O)Nc1ccccc1-c1ccccc1	2	3.2	0	90	-3
39	O=C(Cn1nc(Cc2cccnc2)c2ccccc2c1=O)NCc1ccc2c(c1)OCO2	-2	2.8	1	93	1
40	O=C(COC(=O)/C=C/c1ccc(Cl)cc1Cl)NCC1CCCO1 (centres undefined)	nt	nt	nt	91	nt
41	CCC1(CC)NC(=O)N(CC(=O)N2CCc3ccccc32)C1=O	nt	nt	nt	100	nt
42	CC(C)C[C@H]1CN=C(Nc2ccccc2)N1CC1CCC1	-5	1.3	2	97	2
43	COC(=O)c1c(C)[nH]c(C(=O)/C=C/c2cccc(Cl)c2)c1C	-1	6.4	4	108	3
44	COc1ccc(C2(CNC(C)=O)CCCC2)cc1OC	-1	-1.7	10	104	5
45	CCc1nnc(NC(=O)c2ccc3nc(CC)c(CC)nc3c2)s1	1	-2.3	5	87	0

No.	AGP1 TOR yeast	VLA-4 inh	GLD-1 TGE inh	GRK2 aptamer HTS
31	96	0	-3	1
32	97	-4	6	0
33	91	31	6	0
34	96	1	0	2
35	104	-1	-2	0
36	103	-1	5	9
37	96	1	1	1
38	96	-2	9	1
39	99	14	8	0
40	92	0	2	0
41	101	-11	1	0
42	81	-3	8	0
43	97	-7	4	3
44	105	-4	-4	3
45	90	24	7	2

(continued)
No.	mol	Fam108B inh	MEX-5 binding	MCL1 BIM primary	CIT2 TOR yeast	Bcl-xL primary
46	COc1ccc(-c2nnc(SCC(=O)c3cccs3)n2-c2ccc(Cl)cc2)cc1	1	0.3	-10	89	-11
47	Cc1ccccc1N1CC(C(=O)Nc2ccc(S(=O)(=O)N3CCCCC3)cc2)CC1=O (centres undefined)	1	2.6	-2	?	2
48	COc1ccc(O)c(C(=O)c2cc(C#N)c(=O)n(CCN3CCOCC3)c2)c1	5	1.1	6	115	3
49	Cc1c(/C=N/N=C2\CCC3C4CCc5cc(O)ccc5C4CCC23C)cnn1C (centres undefined)	0	1.4	7	98	3
50	COc1ccc(/C=C/c2cc[n+](C(=O)Cc3ccccc3)cc2)cc1	-1	nt	-54	98	-36
51	C/C(=N\NC(=S)NCc1ccccc1)c1ccc2c(c1)OCCO2	-6	1.0	-8	100	2
52	Nc1ccc(S(=O)(=O)NC2=NCCCCC2)cc1N	-2	3.5	12	103	3

No.	AGP1 TOR yeast	VLA-4 inh	GLD-1 TGE inh	GRK2 aptamer HTS
46	99	11	2	2
47	?	-9	5	4
48	nt	-6	5	2
49	102	6	-2	2
50	104	4	-40	0
51	101	18	-3	1
52	111	-3	-1	0

Structures listed so far with an aryl methoxy group (13):
No.	mol	Fam108B inh	MEX-5 binding	MCL1 BIM primary	CIT2 TOR yeast	Bcl-xL primary
3	COc1ccc(-n2cc(CNCCc3nc(C)cc(C)n3)c(-c3ccccc3Cl)n2)cc1	3	3.0	15	97	4
6	COc1ccc(/C=N/N=C2/SCC(=O)N2Cc2ccccc2)cc1	-3	-1.5	-1	93	2
7	COc1ccc(NC(=O)N[C@@H](CCSC)C(=O)O)cc1OC	7	1.1	1	104	1
11	COc1ccc([C@H]2[C@H](C(=O)OC(C)(C)C)N3N=Cc4ccccc4C3C23C(=O)c2ccccc2C3=O)c(OC)c1 (some centres undefined)	8	-0.7	4	82	5
14	COc1ccc(Cl)cc1NC(=O)COC(=O)c1ccc(Br)o1	nt	nt	nt	98	nt
22	CCCN(CCC)CCCNC(=O)c1cc2cc3ccc(OC)cc3nc2o1	5	-0.5	1	92	8
30	COc1ccc(CCNCC(=O)Nc2ccc(OC(F)(F)F)cc2)cc1OC	3	-0.1	3	103	0
31	CCOc1ccc(C2=NNC(c3cccs3)=Nc3ccc(OC)cc32)cc1OCC	1	2.1	2	89	-1
34	COc1ccc(CCC(C)N2CCc3ccccc3C2)cc1 (centres undefined)	4	-3.5	-17	100	-43
44	COc1ccc(C2(CNC(C)=O)CCCC2)cc1OC	-1	-1.7	10	104	5
46	COc1ccc(-c2nnc(SCC(=O)c3cccs3)n2-c2ccc(Cl)cc2)cc1	1	0.3	-10	89	-11
48	COc1ccc(O)c(C(=O)c2cc(C#N)c(=O)n(CCN3CCOCC3)c2)c1	5	1.1	6	115	3
50	COc1ccc(/C=C/c2cc[n+](C(=O)Cc3ccccc3)cc2)cc1	-1	nt	-54	98	-36

No.	AGP1 TOR yeast	VLA-4 inh	GLD-1 TGE inh	GRK2 aptamer HTS
3	nt	5	-5	0
6	101	19	4	2
7	102	-9	-3	0
11	96	0	-1	1
14	91	0	-4	0
22	103	9	4	0
30	99	14	5	0
31	96	0	-3	1
34	96	1	0	2
44	105	-4	-4	3
46	99	11	2	2
48	nt	-6	5	2
50	104	4	-40	0

The order is random; overall some 2.2% were active at least once.
